# Vc quorum ag – inducers of Vibrio cholerae quorum light production without autoinducers; activation, % at 18.7 µM; V. cholerae BH1578 lux reporter, luminescence, 6 h; actives 0.16% (n = 350,000); AID 588436; in the data active = activation mostly above about 9.7%, no sharp cut-off; note: not every result past the cut was called active; inactives centre near 0; reference of the scale not given here
# TcdB inh – TcdB glycohydrolase inhibition; P18177; TcdB glycohydrolase enzymatic assay, plate reader; inhibition, % at 9.99 µM; actives 0.24% (n = 350,000); AID 652162; in the data active = inhibition above about 10%
# Target sequence (P18177 whole entry, looked up): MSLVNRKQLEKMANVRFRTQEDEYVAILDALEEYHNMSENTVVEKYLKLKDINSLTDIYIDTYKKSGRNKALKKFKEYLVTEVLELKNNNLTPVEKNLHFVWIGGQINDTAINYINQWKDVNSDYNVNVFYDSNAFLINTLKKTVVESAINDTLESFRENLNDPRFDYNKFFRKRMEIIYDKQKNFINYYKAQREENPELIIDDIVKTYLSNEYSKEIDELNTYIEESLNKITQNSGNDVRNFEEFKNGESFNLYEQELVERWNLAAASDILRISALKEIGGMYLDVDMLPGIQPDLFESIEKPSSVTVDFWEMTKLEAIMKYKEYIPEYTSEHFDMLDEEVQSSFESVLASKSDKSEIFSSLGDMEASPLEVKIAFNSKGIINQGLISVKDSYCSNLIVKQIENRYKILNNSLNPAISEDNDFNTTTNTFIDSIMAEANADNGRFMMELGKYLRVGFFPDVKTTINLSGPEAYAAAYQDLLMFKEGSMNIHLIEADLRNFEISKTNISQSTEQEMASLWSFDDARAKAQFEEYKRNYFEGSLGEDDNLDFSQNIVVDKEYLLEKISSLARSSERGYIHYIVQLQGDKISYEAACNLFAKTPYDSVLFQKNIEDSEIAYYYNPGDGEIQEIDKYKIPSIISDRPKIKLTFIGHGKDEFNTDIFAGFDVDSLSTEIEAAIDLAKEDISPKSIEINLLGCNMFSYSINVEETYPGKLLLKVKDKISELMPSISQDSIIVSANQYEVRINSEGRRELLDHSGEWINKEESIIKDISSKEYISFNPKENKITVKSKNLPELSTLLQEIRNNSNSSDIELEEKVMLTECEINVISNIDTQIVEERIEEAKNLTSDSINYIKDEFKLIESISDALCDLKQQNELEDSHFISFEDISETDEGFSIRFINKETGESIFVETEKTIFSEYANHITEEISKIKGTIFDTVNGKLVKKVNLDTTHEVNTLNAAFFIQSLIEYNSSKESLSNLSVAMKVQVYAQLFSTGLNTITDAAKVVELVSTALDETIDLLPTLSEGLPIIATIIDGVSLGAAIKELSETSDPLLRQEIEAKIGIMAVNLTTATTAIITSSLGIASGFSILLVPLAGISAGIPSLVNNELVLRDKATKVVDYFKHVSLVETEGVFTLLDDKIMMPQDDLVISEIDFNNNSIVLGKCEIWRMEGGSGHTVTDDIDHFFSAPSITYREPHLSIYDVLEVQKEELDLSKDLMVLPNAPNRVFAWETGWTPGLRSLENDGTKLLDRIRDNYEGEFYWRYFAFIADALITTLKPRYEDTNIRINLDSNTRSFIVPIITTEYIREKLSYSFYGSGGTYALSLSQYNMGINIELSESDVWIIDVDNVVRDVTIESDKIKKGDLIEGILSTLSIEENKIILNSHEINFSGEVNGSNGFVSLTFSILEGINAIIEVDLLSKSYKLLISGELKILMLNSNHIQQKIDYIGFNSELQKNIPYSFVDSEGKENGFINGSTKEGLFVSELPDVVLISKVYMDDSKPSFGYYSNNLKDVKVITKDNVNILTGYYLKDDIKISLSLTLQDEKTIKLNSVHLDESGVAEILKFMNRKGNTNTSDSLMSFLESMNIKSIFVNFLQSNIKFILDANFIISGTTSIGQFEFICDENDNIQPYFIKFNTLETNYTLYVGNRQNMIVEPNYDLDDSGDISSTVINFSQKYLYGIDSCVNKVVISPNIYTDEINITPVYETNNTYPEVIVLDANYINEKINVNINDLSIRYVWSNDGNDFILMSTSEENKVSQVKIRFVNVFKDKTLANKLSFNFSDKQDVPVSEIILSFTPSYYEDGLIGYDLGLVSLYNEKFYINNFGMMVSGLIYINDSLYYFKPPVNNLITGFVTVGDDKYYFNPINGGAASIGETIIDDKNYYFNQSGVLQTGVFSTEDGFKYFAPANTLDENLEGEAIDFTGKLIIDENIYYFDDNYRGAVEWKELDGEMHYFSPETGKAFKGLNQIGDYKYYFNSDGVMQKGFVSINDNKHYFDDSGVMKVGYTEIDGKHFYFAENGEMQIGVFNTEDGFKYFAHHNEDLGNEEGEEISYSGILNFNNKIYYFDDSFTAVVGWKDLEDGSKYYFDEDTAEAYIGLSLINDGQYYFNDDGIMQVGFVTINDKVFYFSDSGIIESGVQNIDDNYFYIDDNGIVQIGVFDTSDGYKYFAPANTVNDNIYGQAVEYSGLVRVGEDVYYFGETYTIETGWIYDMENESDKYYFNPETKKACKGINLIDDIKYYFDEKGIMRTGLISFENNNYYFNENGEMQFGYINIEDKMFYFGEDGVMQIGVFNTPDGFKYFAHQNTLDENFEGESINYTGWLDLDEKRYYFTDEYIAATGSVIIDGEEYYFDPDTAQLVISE
# PfHsp40 yeast – rescue of PfHsp40-mediated yeast toxicity. S. cerevisiae expressing PfHsp40, growth rescue, ATP luminescence. growth rescue, % at 12.5 µM. AID 504582. actives 0.68% (n = 340,000); in the data active = growth rescue above about 28%, passing the limit was not always enough;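 note: yeast W303a lacking pdr1 and pdr3 grown in galactose medium; growth measured after three days at 30 °C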
# UGM FP inh – inhibitors of M. tuberculosis UDP-galactopyranose mutase; P9WIQ1; purified UGM, fluorescence polarization probe displacement; inhibition, % at 10 µM; actives 0.06% (n = 320,000); AID 504406; in the data active = inhibition above about 10%, passing the limit was not always enough
# FadD28 FP inh – blocks FadD28 binding to the bisubstrate probe; fluorescence polarization; inhibition, % at 12.5 µM; actives 0.22% (n = 360,000); AID 588549; in the data active = inhibition above about 8.5%, passing the limit was not always enough
# GDH-TPI counter – inhibits GDH-TPI coupling enzymes, artifact for Mtb FBA screen; GDH-TPI coupled enzyme counterscreen, NADH absorbance; inhibition, % at 4.8 µM; actives 1.2% (n = 360,000); AID 588335; in the data active = inhibition above about 30%;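 note: 0% = DMSO wells and 100% = wells lacking the enzyme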
# Mtb FBA inh – Mtb fructose-bisphosphate aldolase inhibition; P9WQA3; purified M. tuberculosis FBA, fluorescence read-out; inhibition, % at 1 µM; actives 2.3% (n = 360,000); AID 588726; in the data active = inhibition above about 27%;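 note: 0% = vehicle and 100% = reference inhibitor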
# BioA inh – inhibitors of Mycobacterium tuberculosis BioA enzyme; purified M. tuberculosis BioA enzyme, plate reader; AID 602481; actives 0.096% (n = 360,000); inhibition, % at 9.99 µM; in the data active = inhibition above about 40%
# Yp Topo-I inh – inhibitors of Yersinia pestis topoisomerase I | AID 504884 | actives 0.064% (n = 360,000) | Y. pestis Topo-I cleavage product accumulation, plate reader | activity, % at 10 µM; in the data active = activity above about 50%, passing the limit was not always enough; note: inactives centre near 2
# Active calls of the source: *; i = inactive; . = no result given.
SMILES,Vc quorum ag,TcdB inh,PfHsp40 yeast,UGM FP inh,FadD28 FP inh,GDH-TPI counter,Mtb FBA inh,BioA inh,Yp Topo-I inh
Cc1nn(Cc2c(Cl)cccc2Cl)c(C)c1NC(=O)c1cc(C(C)C)on1,-1.6,1.2,-0.1,-0.7,-2.2,4,0,-0.8,5
COc1ccc(S(=O)(=O)N/N=C\c2ccccc2F)cc1,-3.1,0.0,-1.2,1.9,0.2,13,2,-0.1,11
CCc1cccc2c(N=O)c(O)[nH]c12,0.6,-0.4,-1.4,0.8,-3.1,8,-2,0.5,-4
CC1(C)Cc2c(sc3ncn4c(=S)[nH]nc4c23)CO1,-2.4,22*,1.6,-4.4,-3.8,1,-2,.,-10
CCN(CC)CCNC(=O)c1cc2c(=O)n(CC)c3ccccc3c2s1,-0.5,0.0,.,-4.3,1.5,24,72*,-1.1,-1
Clc1ccc(/C=N/Nc2ncnc3ccccc23)cc1Cl,-0.7,.,-0.1,-1.2,-0.4,19,5,-0.7,4
O=c1c2ccccc2nc(/C=C\c2ccccc2[N+](=O)[O-])n1-c1ccccc1O,i,1.3,1.8,2.4,-1.1,20,-1,1.6,3
CCn1c(=O)c2cc(C(=O)NCC(OC)OC)sc2c2ccccc21,i,-2.3,1.5,3.1,-1.6,16,61*,-1.3,4
COc1ccc(C2/C(=C(/O)c3ccc4c(c3)CC(C)O4)C(=O)C(=O)N2Cc2ccncc2)cc1 (stereo unspecified),-2.6,0.8,0.0,0.1,-2.7,17,1,4.5,-3
O=C(O)COc1ccc(Br)cc1C(c1c(C(=O)O)[nH]c2ccccc12)c1c(C(=O)O)[nH]c2ccccc12,-0.8,.,4.1,1.7,28*,7,-1,1.6,-6

# As entered above.
# For Yp Topo-I inh, `CCN(CC)CCNC(=O)c1cc2c(=O)n(CC)c3ccccc3c2s1` shows -1
# For GDH-TPI counter, `CC1(C)Cc2c(sc3ncn4c(=S)[nH]nc4c23)CO1` shows 1
# For FadD28 FP inh, `O=c1c2ccccc2nc(/C=C\c2ccccc2[N+](=O)[O-])n1-c1ccccc1O` shows -1.1
# For Mtb FBA inh, `O=C(O)COc1ccc(Br)cc1C(c1c(C(=O)O)[nH]c2ccccc12)c1c(C(=O)O)[nH]c2ccccc12` shows -1
# For GDH-TPI counter, `CCc1cccc2c(N=O)c(O)[nH]c12` shows 8

# Carrying on.
SMILES,Vc quorum ag,TcdB inh,PfHsp40 yeast,UGM FP inh,FadD28 FP inh,GDH-TPI counter,Mtb FBA inh,BioA inh,Yp Topo-I inh
COC(=O)c1ccccc1NC(=O)C1CCN(S(C)(=O)=O)CC1,i,.,-1.2,2.1,-1.1,9,6,0.4,2
CC1CCN(c2c(NCc3ccc(C(=O)NCc4ccco4)cc3)c(=O)c2=O)CC1,-0.2,0.7,-1.1,1.0,-2.6,2,1,-0.2,1
C=CCN1C(=O)c2ccc(C(=O)Nc3ccccn3)cc2C1=O,i,0.5,-1.9,2.2,-2.2,1,3,-0.8,-2
COc1cccc(C2c3c(oc4ccccc4c3=O)C(=O)N2CCCN2CCOCC2)c1 (stereo unspecified),-0.4,1.5,-0.7,-0.6,-0.7,7,2,-1.0,-9
COc1ccc(CC(=O)NCC2CCCN(Cc3ccc(SC)cc3)C2)cc1 (stereo unspecified),i,-1.1,0.4,-1.0,-2.8,3,-1,-1.0,7
S=C(Nc1cccc(Cl)c1)Nc1cccc2cnccc12,-0.2,.,31*,2.3,-2.2,14,-2,.,5
O=C(CSc1nnc2c(n1)[nH]c1ccccc12)Nc1ccc2c(c1)OCO2,-1.8,.,-2.4,-0.4,-1.1,16,-2,0.1,2
CC1(c2ccc3c(c2)OCO3)NC(=O)N(CC(=O)NCCC2=CCCCC2)C1=O (stereo unspecified),0.7,.,-1.2,-0.9,-3.7,-11,-4,-0.6,3
O=C(N[C@@H](Cc1ccccc1)C(=O)NC1CCCCCC1)c1ccco1,-0.3,.,0.1,1.0,0.2,0,1,-1.6,-5
O=C(N/N=C/c1cccs1)C(=O)Nc1cccc(Cl)c1,-0.1,.,-2.3,0.2,-2.2,20,-2,.,4

# In a second layout: entries from further up.
SMILES: C=CCN1C(=O)c2ccc(C(=O)Nc3ccccn3)cc2C1=O
  Vc quorum ag: i
  TcdB inh: 0.5
  PfHsp40 yeast: -1.9
  UGM FP inh: 2.2
  FadD28 FP inh: -2.2
  GDH-TPI counter: 1
  Mtb FBA inh: 3
  BioA inh: -0.8
  Yp Topo-I inh: -2

SMILES: CCN(CC)CCNC(=O)c1cc2c(=O)n(CC)c3ccccc3c2s1
  Vc quorum ag: -0.5
  TcdB inh: 0.0
  PfHsp40 yeast: .
  UGM FP inh: -4.3
  FadD28 FP inh: 1.5
  GDH-TPI counter: 24
  Mtb FBA inh: 72*
  BioA inh: -1.1
  Yp Topo-I inh: -1

SMILES: O=C(CSc1nnc2c(n1)[nH]c1ccccc12)Nc1ccc2c(c1)OCO2
  Vc quorum ag: -1.8
  TcdB inh: .
  PfHsp40 yeast: -2.4
  UGM FP inh: -0.4
  FadD28 FP inh: -1.1
  GDH-TPI counter: 16
  Mtb FBA inh: -2
  BioA inh: 0.1
  Yp Topo-I inh: 2

SMILES: CCc1cccc2c(N=O)c(O)[nH]c12
  Vc quorum ag: 0.6
  TcdB inh: -0.4
  PfHsp40 yeast: -1.4
  UGM FP inh: 0.8
  FadD28 FP inh: -3.1
  GDH-TPI counter: 8
  Mtb FBA inh: -2
  BioA inh: 0.5
  Yp Topo-I inh: -4

# Following part:
SMILES,Vc quorum ag,TcdB inh,PfHsp40 yeast,UGM FP inh,FadD28 FP inh,GDH-TPI counter,Mtb FBA inh,BioA inh,Yp Topo-I inh
O=C(c1ccc(S(=O)(=O)Nc2ccccc2)cc1)N1CCC1,-0.7,1.1,-0.5,-1.5,-0.6,2,-1,-0.2,0
COc1ccccc1NC(=O)Nc1ccc(Cl)c(S(=O)(=O)Nc2ccccc2OC)c1,0.0,.,1.3,-3.2,-1.1,2,4,.,1
CC1=C(C(=O)NC(C)CCc2ccccc2)C2(CCC(C)CC2)OC1=O (stereo unspecified),i,.,5.1,0.3,-3.5,-5,1,-0.3,19
Cc1nonc1CN(C)C(=O)c1cc(COc2ccc(F)cc2Cl)on1,0.4,0.2,-0.9,-4.0,-2.4,1,4,0.0,-7
O=C(CCNC(=O)Cn1cnc2ccccc2c1=O)NCC1CCCO1 (stereo unspecified),-0.1,1.0,-0.2,-0.1,-2.3,-1,-2,.,4
CCc1ccccc1NNC(=O)c1snnc1C,i,-4.2,-0.8,4.4,-2.3,-5,1,-1.2,-4
Cc1c(C#N)c(O)[nH]c(=O)c1N=Nc1ccc(Br)cc1C(=O)O,-0.8,0.6,0.1,1.9,4.3,9,-10,8.8,6
COc1ccc(O)c(C(=O)/C=C/c2cc3ccccc3o2)c1,8.3,.,0.3,-0.7,-1.7,18,3,1.7,-7
CCc1c(C)nc(N2CCN(Cc3ccc4c(c3)OCO4)CC2)[nH]c1=O,i,0.7,0.4,-1.6,.,6,5,16,8
Clc1ccc(OCc2nc(-c3ccncc3)no2)c(Br)c1,-0.3,0.9,597*,-0.3,-1.1,8,4,-0.1,27
O=C1C=C(N2CC2)c2ccccc2C1=O,-4.5,-1.4,.,.,8.9*,-1,-3,-0.5,-15
NC(=O)c1ccc(N2CCNC(=O)C2)c([N+](=O)[O-])c1,-0.4,0.7,-0.9,-2.9,0.1,-4,-3,2.7,1
COc1ccc(C/C(=N\O)c2ccc(OC)cc2)cc1,-0.3,.,5.0,2.5,-3.0,6,0,1.0,4
CCOC(=O)c1nc2cc3n(c(CC(C)C)c-2c1C)CC(C)=C3C,-0.5,.,-0.8,0.6,-3.6,6,27*,-1.1,-14
CCc1ccc2c(c1)[C@H]1OCC[C@H]1[C@@H](c1cccs1)N2,-0.4,.,-1.4,-0.5,-0.2,8,1,.,2
C=CCNC(=O)/C(C#N)=C/c1c(N2CCN(c3ccccc3)CC2)nc2c(C)cccn2c1=O,-0.3,1.1,-3.4,0.7,1.2,6,25,0.1,14
COc1ccc(Cl)cc1C(=O)OCC(=O)N(CC(C)C)c1c(N)n(Cc2ccccc2)c(=O)[nH]c1=O,i,0.7,0.6,-0.8,-1.1,-1,0,2.0,18
COc1ccccc1N1CCN(CCCn2c(=S)[nH]c3ccccc3c2=O)CC1,-7.7,1.0,0.0,3.9,-4.6,0,5,1.0,12
COc1cc2cc(CCCOC(=O)c3ccc(C(F)(F)F)cc3)oc(=O)c2cc1OC,-0.2,0.2,1.3,1.0,0.0,13,2,-1.1,-8
O=C1Cc2cccc(=O)c(O)c2C(=O)O1,i,-2.6,.,.,-2.7,12,-3,-1.1,0
C#CCOCCOCCOCCNc1nc(N2CCN(C(=O)C([C@@H](C)O)n3cc([C@@H](N)CCCCN)nn3)CC2)nc(N2CCN(C(=O)[C@H](CC(N)=O)n3cc(C(N)[C@@H](C)CC)nn3)CC2)n1 (stereo partly specified),-2.0,-0.9,-0.9,2.6,-0.6,-2,0,-0.1,-17
O=C(COC(=O)Cc1ccccc1F)NNC(=O)c1ccc(Cl)cc1,i,1.3,-1.7,0.2,0.1,3,-1,-0.4,-5
CC(=O)NC1=NN(C(C)=O)C(c2cccs2)S1 (stereo unspecified),-0.3,.,40*,0.7,0.5,0,0,-0.9,5
CCn1cc(C(=O)N2CCCC(N3CCN(c4ccccc4C)CC3)C2)cn1 (stereo unspecified),-0.4,-1.0,0.0,0.6,-0.2,-3,-1,0.1,7
CC(C)NC(=O)CCCc1c[nH]c2ccccc12,-0.5,1.0,1.3,2.2,-4.3,-2,0,0.7,-11
COc1ccc(S(=O)(=O)NC(C)C(=O)O)cc1 (stereo unspecified),i,1.8,-1.2,5.3,0.0,-4,0,-1.6,4
CCN(CC)c1cc2c(c3c1ccn3C)C1CCC2C1 (stereo unspecified),.,-7.5,.,.,0.2,.,2,2.5,.
CN(CC(=O)Nc1ccc(Cl)c(C(F)(F)F)c1)C(=O)CCN1C(=O)C2CC=CCC2C1=O (stereo unspecified),1.4,3.0,0.6,-4.9,-2.3,-5,0,1.0,10
O=C(O)CC(c1ccccc1)n1cnnn1 (stereo unspecified),-0.7,.,-1.1,2.7,-2.7,9,1,1.4,1
COc1ccc(NC(=O)CN(c2ccc(OC)c(Cl)c2)S(=O)(=O)c2ccccc2)cc1,-2.1,2.0,0.2,-1.5,-2.6,-5,1,0.9,-1
COc1cc2ccccc2cc1C(=O)OCC(=O)c1c(N)n(C)c(=O)n(C)c1=O,2.0,0.4,-0.7,-1.5,-4.9,6,28*,-0.4,9
CCN(CCNC(=O)C1CCN(S(C)(=O)=O)CC1)c1ccccc1,i,.,-1.4,1.7,1.2,-2,3,-1.6,9
O=C(Nc1ccc2c(c1)OCCO2)c1cc(-n2cnnc2)ccc1Cl,-0.4,.,-0.2,-0.9,-2.5,3,-3,1.6,-6
O=C(NC(=S)NC1CCCCC1)c1ccccc1,-0.3,0.7,-0.4,-0.4,-2.1,-5,-1,0.9,18
CC1Oc2ccccc2C=C1/C=N/NC(=O)c1ccccc1 (stereo unspecified),i,.,1.9,-2.0,-4.1,27,12,.,-1
S=C1N(c2ccccc2)C(c2cccc3ccccc23)N2CCCN12 (stereo unspecified),-0.3,.,-0.1,-0.5,0.4,13,7,-2.1,-1
O=C(NCc1ccccn1)c1cccc(NS(=O)(=O)c2cccc(F)c2)c1,-3.1,1.1,-1.2,0.6,-3.6,0,-3,0.0,-4
Cn1c(=O)c2c(SCc3ccccc3)nc(C3CC3)nc2n(C)c1=O,i,1.1,-1.3,1.3,-0.5,11,1,-2.7,2
Cn1c(N2CCC(C(N)=O)CC2)nc2c1c(=O)n(Cc1ccc(Br)cc1)c(=O)n2C,-0.2,.,-0.2,1.2,-1.5,7,4,5.7,-9
CC(C)OCCCNC(=O)c1ccc2c(c1)S(=O)(=O)c1ccccc1C2=O,0.0,-1.7,1.0,-1.7,-3.1,-6,-3,2.4,3
CCOC(=O)Nc1sc(C)c(C)c1C(N)=O,2.1,0.3,0.1,-0.8,1.5,0,7,-0.4,6
C/C(=N\NC(=O)c1nnn(-c2nonc2N)c1-c1ccccc1)c1ccco1,0.1,1.0,1.3,-0.8,-4.7,8,0,-1.8,1
O=C(O)COc1ccc(/C=N/n2cnc3scc(-c4cccs4)c3c2=O)cc1,-0.2,.,-0.2,-0.2,-3.3,7,0,1.9,-5
NS(=O)(=O)c1ccc(CNC(=O)CSc2nc3ccc(Cl)cc3[nH]2)cc1,i,-0.6,0.6,-2.7,-3.6,5,-2,0.7,2

# Screens from PubChem BioAssay.
